# High-throughput results (PubChem BioAssay)
# NR2E3 ag-1: NR2E3 agonists in two-hybrid cells, primary screen, cell-based, luminescence, CHO-S, Gal4-NCOR/VP16-NR2E3. Photoreceptor-specific nuclear receptor (Homo sapiens), Q9Y5X4. luciferase. inhibition of corepressor binding, % at 3.98 µM. 0.35% of 360,000 active. AID 602229, 2012;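 active means inhibition above the mean of all tested compounds plus 3 SD, cut at about 70% in these data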;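 further: 0% = DMSO with NR2E3 transfected cells and 100% = cells lacking NR2E3 construct; higher means lower luciferase signal from less NR2E3 corepressor binding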
# Target sequence (Q9Y5X4 whole entry, looked up, the tested form may be a part): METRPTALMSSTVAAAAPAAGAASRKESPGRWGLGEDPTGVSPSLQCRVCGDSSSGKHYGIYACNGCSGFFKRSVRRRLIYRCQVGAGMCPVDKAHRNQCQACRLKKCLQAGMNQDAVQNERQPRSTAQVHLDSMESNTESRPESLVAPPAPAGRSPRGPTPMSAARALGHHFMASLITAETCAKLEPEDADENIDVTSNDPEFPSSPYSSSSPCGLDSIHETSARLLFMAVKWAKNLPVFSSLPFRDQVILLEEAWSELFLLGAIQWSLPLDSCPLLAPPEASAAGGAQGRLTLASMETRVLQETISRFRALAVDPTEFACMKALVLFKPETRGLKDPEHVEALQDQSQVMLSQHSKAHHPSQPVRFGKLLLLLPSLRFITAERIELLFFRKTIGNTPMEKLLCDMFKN
# Shn3 inh set2: reduction of Shn3 3'UTR firefly luciferase signal, primary screen, Schnurri-3 inhibitor project, cell-based, Clone20 osteoblasts, set 2; Clone20 osteoblast Shn3 3'UTR firefly luciferase, 24 h; inhibition, % at 12.5 µM; 0.52% of 360,000 active; AID 588674, 2011;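 active means mean inhibition of at least 75% with every replicate also reaching 75%; inconclusive means mean inhibition at least 75% but some replicate below; inactive means mean inhibition below 75%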;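 further: 0% = median of neutral control wells and 100% = pilot-screen positive control compound; some compounds past the cut are filed as inactive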
# NR2E3 ag-2: inhibitors of NR2E3-RetCOR corepressor binding, primary screen, NR2E3 agonist project, biochemical, TR-FRET, GST-NR2E3, biotin-RetCOR; Photoreceptor-specific nuclear receptor (Homo sapiens), Q9Y5X4; 1536-well; 0.12% of 320,000 active; inhibition of corepressor binding, % at 4.78 µM; AID 2300, 2010;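 active means percent inhibition above the cutoff of mean plus 3 SD of all tested compounds, set per screening campaign, cut at about 20% in these data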;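 further: 0% = DMSO wells and 100% = biotin wells as full block of FRET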
#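 Material – GST-tagged NR2E3 plus biotinylated RetCOR corepressor · Quantity – NR2E3 fusion 1.35 nM · Times – 5 h incubation at 4 °C · Medium – pH 7.5 Tris-based buffer · Technique – TR-FRET, Eu(K)-anti-GST donor, streptavidin-D2 acceptor, ex 340, em 617/671 nm · Benchmarks – high control biotin, low control 0.6% DMSO · Format – 1536-well plates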
# TWEAK Fn14 block: inhibitors of TWEAK-Fn14 signaling, primary screen, luciferase reporter cells, uHTS | TWEAK-stimulated Fn14 reporter cells, luciferase luminescence, 8 h | inhibition, % at 10 µM | 2% of 360,000 active; in the data active means inhibition above about 50%
# C8 TRAIL sens: viability loss with TRAIL in NB7+C8 cells, primary screen, TRAIL sensitizer project, cell-based, ATPlite luminescence; inhibition (viability loss, TRAIL sensitization), % at 10 µM; 1% of 360,000 active; AID 624354, 2012;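 active means compounds causing at least 50% loss of cell viability in the single-dose screen, relative to plate controls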
# TROY NFkB inh: inhibitors of TROY-driven NF-kB signaling, primary screen, Q293 LMP1-TROYcd cells, NF-kB luciferase, uHTS; Q293 LMP1-TROYcd NF-kB luciferase reporter, 4 h; inhibition, % at 10 µM; 0.98% of 360,000 active; AID 1347056, 2019;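 active means compounds whose plate-normalised and pattern-corrected inhibition of the luciferase reporter signal at the single screening dose is 50% or more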
# KKLEB tox: cytotoxicity in KKLEB CF airway cells, primary screen, cytotoxicity control for CF NF-kB inhibitor project, cell-based, uHTS, fluorescence assay plates; 0.36% of 360,000 active; activity change (cytotoxicity), % at 5 µM; KKLEB CF airway cells viability, ATPlite luminescence, overnight; active compounds read low; cells stimulated with P. aeruginosa culture filtrate;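 active means corrected activity change at or below -50% at 5 µM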
# HIF-2a block: HIF-2a reporter inhibitors, primary screen, luminescence, 786-0 RCC cells; AID 624352, 2012; 786-0 RCC cells HIF-2a reporter, luciferase luminescence, overnight; inhibition, % at 18.8 µM; 0.72% of 360,000 active;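 active means inhibition of the luminescence signal of 40% or more relative to plate controls, in a single-dose primary screen at 18.75 µM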
# MITF TRPM1 inh: inhibitors of MITF-dependent TRPM1 promoter reporter, primary screen, cell-based, SK-MEL-5, single point, luciferase; inhibition, % at 12.5 µM; SK-MEL-5 TRPM1 promoter luciferase, 24 h; 0.83% of 330,000 active;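 active means mean inhibition across replicates of 60% or more, whatever share of single replicates reaches that level; inconclusive means some that reach 60%, reason not given; inactive means mean inhibition across replicates below 60%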; further: values of inactives mirror those of a sister screen read the other way
# CF NFkB block: inhibitors of PAF-induced NF-kB signaling, primary screen, cell-based, GFP fluorescence, uHTS | KKLEB NF-kB-GFP reporter, GFP fluorescence overnight | inhibition, % at 5 µM | 0.86% of 360,000 active | AID 588850, 2011;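 active means at least 50% inhibition at 5 µM, scaled per plate between neutral and stimulator controls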;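 further: PAF is a Pseudomonas aeruginosa culture filtrate used as stimulus; plate controls were PAF-stimulated DMSO wells for no effect and unstimulated DMSO wells for full effect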
# Peg3 promoter: Peg3 promoter-driven luciferase inhibitors, primary screen, cell-based, HeLa, luciferase luminescence; 1.7% of 360,000 active; inhibition, % at 20 µM; HeLa PEG-Prom luciferase reporter, overnight;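 active means inhibition of at least 50% at 20 µM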
# An asterisk follows results filed as active; ? = inconclusive; . = not tested or not shown. These rows are one share of the data (hit frequency here may not be typical).
SMILES,NR2E3 ag-1,Shn3 inh set2,NR2E3 ag-2,TWEAK Fn14 block,C8 TRAIL sens,TROY NFkB inh,KKLEB tox,HIF-2a block,MITF TRPM1 inh,CF NFkB block,Peg3 promoter
Cc1cc(C)c(NC(=O)C[N+](C)(C)CC(O)COc2cccc3ccccc23)c(C)c1 (stereo not drawn),-21,23,1,-15,2,-21,7,-3,4,8,7
CN1C[C@@H]2C[C@@H](c3cccn3-c3nccs3)N3CCC[C@@]23C1=O,-13,12,0,-8,-23,-7,7,4,9,-21,-9
COC(=O)c1c(NC(=O)COC(=O)CC(NC(C)=O)c2ccccc2)sc(C)c1C (stereo not drawn),-86,-1,-4,4,-13,-6,-3,7,-8,-5,-4
Cc1ccccc1NC(=O)Cc1nnc(SCC(=O)Nc2ccccc2)n1C,-8,0,-2,7,-25,12,0,9,-1,-6,2
FC(F)(F)c1cccc(NC(=S)NC(c2ccccc2)c2ccccc2)c1,-6,?,0,34,14,47,-42,10,18,46,50*
CCC(CO)(CO)N(CC(=O)Nc1ccc(OC)cc1)CC(=O)Nc1ccc(OC)cc1,5,-3,1,3,-1,17,9,0,2,-18,-7
O=c1c2c3c(sc2nc(NCCO)n1-c1ccccc1)CCCC3,-71,22,0,-9,-5,-1,-6,0,8,2,22
CCC1(c2ccc(F)cc2)NC(=O)N(CC(=O)NC2CCCCCC2)C1=O (stereo not drawn),0,-22,.,6,-6,-9,3,14,.,8,8
COc1ccccc1C(=O)NC(=O)CSc1cccc[n+]1[O-],-13,7,2,-9,7,-10,4,14,-14,6,-3
COc1cccc(-c2oc3c(c2C#CC2(N)CCCCC2)C(O)CCC3)c1 (stereo not drawn),-19,.,.,-4,2,-2,.,-11,.,.,.
O=C(CSC1=NCCN1)NC1CCCCCC1,-35,-28,-2,14,14,14,5,23,30,9,-16
CC1CCCN(CCCOc2ccccc2-c2ccccc2)C1 (stereo not drawn),6,5,.,-2,-3,-25,2,12,-21,-8,25
CN[C@H](C)C(=O)NC[C@H]1O[C@@H](n2cc(C)c(=O)[nH]c2=O)C[C@@H]1O,-35,0,.,-3,-5,3,-1,13,.,-2,1
Cc1cccc(CN2CCN(Cc3cccc4nonc34)CC2CCO)n1 (stereo not drawn),6,1,3,14,-1,1,6,15,-3,3,14
CN(C)C(=O)c1ccc(NC(=O)COc2cccc(Oc3ccccc3)c2)cc1,-23,2,0,-22,-10,-17,-5,15,-6,-7,3
CCCN(C(=O)COC(=O)COc1c(C)cccc1C)c1c(N)n(Cc2ccccc2)c(=O)[nH]c1=O,-13,-6,-2,-9,-1,-7,-20,8,-5,24,12
CN(C(=O)c1ccc(F)cc1)c1ccccc1C(=O)NCc1ccccc1,-20,-13,1,-9,18,8,16,8,-1,-43,17
CCOc1ccccc1NC=C1C(=O)OC2(CCCCC2)OC1=O,4,-8,3,1,-10,-14,2,10,-15,4,-9
Cc1cc(C)n(S(=O)(=O)c2ccc(C)c(C)c2)n1,1,0,.,6,19,3,0,10,1,-12,-2
COC(=O)COc1cccc(NC(=O)C(c2ccccc2)c2ccccc2)c1,-15,17,2,-4,-7,1,3,9,-5,-16,2

# Profiles as entered above. Values in the order: NR2E3 ag-1, Shn3 inh set2, NR2E3 ag-2, TWEAK Fn14 block, C8 TRAIL sens, TROY NFkB inh, KKLEB tox, HIF-2a block, MITF TRPM1 inh, CF NFkB block, Peg3 promoter
# Record of O=C(CSC1=NCCN1)NC1CCCCCC1 = -35, -28, -2, 14, 14, 14, 5, 23, 30, 9, -16
# Record of CN(C)C(=O)c1ccc(NC(=O)COc2cccc(Oc3ccccc3)c2)cc1 = -23, 2, 0, -22, -10, -17, -5, 15, -6, -7, 3
# Record of CCOc1ccccc1NC=C1C(=O)OC2(CCCCC2)OC1=O = 4, -8, 3, 1, -10, -14, 2, 10, -15, 4, -9
# Record of Cc1cccc(CN2CCN(Cc3cccc4nonc34)CC2CCO)n1 (stereo not drawn) = 6, 1, 3, 14, -1, 1, 6, 15, -3, 3, 14
# Record of CN[C@H](C)C(=O)NC[C@H]1O[C@@H](n2cc(C)c(=O)[nH]c2=O)C[C@@H]1O = -35, 0, ., -3, -5, 3, -1, 13, ., -2, 1

# Rewritten tab-delimited: part of the list above.
SMILES	NR2E3 ag-1	Shn3 inh set2	NR2E3 ag-2	TWEAK Fn14 block	C8 TRAIL sens	TROY NFkB inh	KKLEB tox	HIF-2a block	MITF TRPM1 inh	CF NFkB block	Peg3 promoter
FC(F)(F)c1cccc(NC(=S)NC(c2ccccc2)c2ccccc2)c1	-6	?	0	34	14	47	-42	10	18	46	50*
CCC(CO)(CO)N(CC(=O)Nc1ccc(OC)cc1)CC(=O)Nc1ccc(OC)cc1	5	-3	1	3	-1	17	9	0	2	-18	-7
O=c1c2c3c(sc2nc(NCCO)n1-c1ccccc1)CCCC3	-71	22	0	-9	-5	-1	-6	0	8	2	22
CCC1(c2ccc(F)cc2)NC(=O)N(CC(=O)NC2CCCCCC2)C1=O (stereo not drawn)	0	-22	.	6	-6	-9	3	14	.	8	8
COc1ccccc1C(=O)NC(=O)CSc1cccc[n+]1[O-]	-13	7	2	-9	7	-10	4	14	-14	6	-3

# Carrying on:
SMILES,NR2E3 ag-1,Shn3 inh set2,NR2E3 ag-2,TWEAK Fn14 block,C8 TRAIL sens,TROY NFkB inh,KKLEB tox,HIF-2a block,MITF TRPM1 inh,CF NFkB block,Peg3 promoter
COCCNC(=O)CSc1nc2sc(C)c(C)c2c(=O)n1-c1ccccc1,-21,6,2,3,-1,-22,-13,9,.,25,11
O=C(CSc1ccc(-c2ccccn2)nn1)NCc1ccc(Cl)cc1,8,7,1,-20,-16,-19,15,9,4,-11,-11
O=C(COC(=O)c1cccs1)Nc1ccc(Cl)cn1,-12,0,.,-9,0,-59,12,-9,-1,10,-17
O=C(c1ccncc1)N1CCN(C2CCC(c3ccccc3)CC2)CC1 (stereo not drawn),15,-2,0,-37,0,-14,-1,20,-6,-11,16
CC1Cn2c(nnc2-c2ccccc2O)S1 (stereo not drawn),-4,-16,-1,24,-1,-12,-17,7,1,8,2
COc1n[nH]c(C(=O)Nc2cc(F)ccc2C)c1[N+](=O)[O-],-11,-14,1,3,-13,10,-6,-3,-4,-4,0
COc1ccc(-c2cncnc2N)cc1OC,-23,-6,.,4,-2,-8,4,14,.,23,11
CCOC(=O)c1cccnc1SC(CC)C(=O)NCc1ccco1 (stereo not drawn),-8,1,3,11,7,2,10,8,7,-35,19
CCOc1cc(C(=O)NCCC(=O)N2CCC3(CC2)NCCc2[nH]cnc23)cc(OCC)c1OCC,-7,10,2,9,-18,5,-12,6,3,4,4
O=c1[nH]c2c(Br)cnc([N+](=O)[O-])c2[nH]1,2,1,1,-21,-6,-3,1,7,14,7,8
CCCOc1ccccc1C(=O)N(Cc1cccs1)C1CCS(=O)(=O)C1 (stereo not drawn),-20,1,-2,-9,-10,8,1,2,3,-7,-7
CCCCNc1nc2c(c(=O)n(C)c(=O)n2C)n1Cc1cccc(OC)c1,41,87*,-2,37,25,28,3,11,22,-5,23
CC(=O)c1cccc(NC(=O)c2ccc3c(c2)C(=O)N(Cc2cccnc2)C3=O)c1,13,0,2,-29,-23,6,-6,7,-6,-19,1
CCN(C(=O)COC(=O)CCNS(=O)(=O)c1ccccc1F)c1c(N)n(Cc2ccccc2)c(=O)[nH]c1=O,-37,10,.,-6,7,16,-3,3,1,-2,3
CCC(NC(=O)CCl)c1ccc(C)cc1 (stereo not drawn),-30,-6,3,10,4,17,-1,13,10,-5,10
Cc1nc(SC2CC(=O)N(c3ccc([N+](=O)[O-])cc3)C2=O)nc2c1CCCC2 (stereo not drawn),-4,-11,-1,-3,-11,18,1,11,-6,-5,-3
CC(=O)C1=C(O)C(=O)N(Cc2ccco2)C1c1cccc(F)c1 (stereo not drawn),3,6,6,16,2,1,7,14,0,1,-2
CC(C)(C)[C@H]1COC(=O)[C@H](NC(=O)OCC2c3ccccc3-c3ccccc32)C/C=C\C[C@@H](CC(=O)N[C@H](CO)Cc2ccccc2)C(=O)N1,-16,13,.,1,-8,4,-27,10,-2,8,-7
O=c1c(Cc2ccc(F)cc2)c(O)ccn1C1CCCCC1,6,5,-1,-5,3,13,-4,20,6,7,7
O=C(CCN1C(=O)c2ccccc2C1=O)Nc1ccccc1C(=O)N1CCOCC1,-6,-7,-1,-16,-8,.,-7,7,18,4,3
COC(=O)CC1=Nc2ccccc2NC(=O)C1,-17,12,0,2,9,-2,3,8,3,-4,13
CN(C[C@@H](Cc1cccc2ccccc12)N(C[C@H](Cc1ccccc1)N(CCc1ccccc1)N=O)N=O)N=O,0,25,2,1,-4,-4,-8,4,-12,14,3
S=C(NCCSCc1c(Cl)cccc1Cl)Nc1ccccc1,-5,12,-1,0,-5,11,-1,-53,-8,-9,-10
COC(=O)Cc1ccc(NC(=S)Nc2cccc(C)n2)cc1,-29,14,3,-12,4,-20,-10,-59,-11,18,-50
O=C(NCC1CCCO1)c1ccc(Cl)c(F)c1F (stereo not drawn),-7,-6,0,3,4,-22,4,-7,-8,-3,-15
Cc1ccc(OCC(=O)Nc2ccc(-n3cnnn3)cc2)c(C)c1,3,2,.,-16,-11,0,-5,-11,1,-21,-19
O=C(NCc1cccc(F)c1)c1cccc2c1C(=O)c1ccc(Cl)cc1S2(=O)=O,-2,-11,.,-4,4,4,-9,0,6,13,6
CC(C)(C)OC(=O)C[C@@H]1C/C=C\C[C@@H](CC(=O)NCCO)C(=O)N[C@H](C(C)(C)C)COC1=O,-1,-11,.,5,11,-1,2,9,1,6,9
COc1ccc(-c2cc(C(F)F)n3ncc(C(=O)N4CCc5ccccc54)c3n2)cc1,-7,27,0,8,12,15,-18,10,22,20,26
